# High-throughput results as filed in PubChem.
# mcGAS MS inh: blocks mouse cGAS cGAMP production. inhibition, % at 12.5 µM. recombinant mouse cGAS, cGAMP by RapidFire MS. 130,000 compounds, 0.18% hits. Q8C6L5;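 active = inhibition of cGAS enzyme activity at or above 60%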;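 also: enzyme stimulated by 45 bp dsDNA with ATP and GTP substrates; cGAMP share of summed cGAMP plus half ATP and half GTP signals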
# Target sequence (Q8C6L5 whole entry, looked up): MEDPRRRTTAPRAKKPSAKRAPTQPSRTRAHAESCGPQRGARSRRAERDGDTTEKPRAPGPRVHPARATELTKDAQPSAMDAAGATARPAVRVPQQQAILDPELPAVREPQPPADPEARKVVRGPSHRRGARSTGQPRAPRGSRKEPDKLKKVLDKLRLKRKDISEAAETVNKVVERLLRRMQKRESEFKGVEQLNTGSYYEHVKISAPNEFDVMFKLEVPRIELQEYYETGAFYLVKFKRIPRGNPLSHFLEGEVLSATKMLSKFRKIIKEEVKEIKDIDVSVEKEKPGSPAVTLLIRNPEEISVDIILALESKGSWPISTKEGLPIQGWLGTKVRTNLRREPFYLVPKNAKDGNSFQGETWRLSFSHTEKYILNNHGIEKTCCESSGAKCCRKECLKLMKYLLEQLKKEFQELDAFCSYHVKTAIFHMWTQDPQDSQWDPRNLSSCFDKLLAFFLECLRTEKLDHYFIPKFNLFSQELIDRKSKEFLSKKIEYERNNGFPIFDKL
# * marks the source's active call; other numbers are inactive results; & = joins results of further samples. Not all compounds are listed; the hit share may differ from the screen's.
Molecule	mcGAS MS inh
CCOC(=O)N1CCC(NCC2(c3cccc(F)c3)CCOCC2)CC1	-5
COc1ccc(CN(C)Cc2cccc3cnccc23)c(OC)c1OC	-9
Cc1cc(NC(=O)NCc2ccc(Cl)cc2Cl)no1	-1
O=C(CNC(=O)c1cccs1)NCc1cccs1	-4
O=C(c1ccn[nH]1)N1CCCC(CCc2cccc(C(F)(F)F)c2)C1 (stereo unspecified)	-23
CCOCCn1c(=O)c2c(nc3n2CCN3c2cc(C)ccc2OC)n(C)c1=O	-4
O=C1CCCN1CCC1CCCCN1Cc1nc(Cc2cccc(F)c2)no1 (stereo unspecified)	1
O=C(NCCn1cc(SCC(=O)N2CCc3ccccc32)c2ccccc21)c1ccccc1	-4
O=C(CN1C(=O)NC2(CCCCC2)C1=O)N1CCN(C(=O)c2cccs2)CC1	-5
CS(=O)(=O)N1CCN(C(=O)CN2CCSc3ccccc32)CC1	-9
CN(C)C(=O)c1cncc(-c2cc(NCc3ccncc3)nc3[nH]ccc23)n1	-8
N[C@@H](Cc1cc(-c2ccc(Cl)cc2Cl)cc(CP(=O)(O)O)c1O)C(=O)O	70*

# Grouped by structure, the entries above containing two or more sulfur atoms (2)
Molecule	mcGAS MS inh
O=C(CNC(=O)c1cccs1)NCc1cccs1	-4
CS(=O)(=O)N1CCN(C(=O)CN2CCSc3ccccc32)CC1	-9

# Additional records
Molecule	mcGAS MS inh
CCOC(=O)C1(C)CCCN1C(=O)c1ccccc1OC (stereo unspecified)	-1
CCn1ncc(C(=O)N(Cc2cccnc2)Cc2cccnc2)c1C	-9
CCOC(=O)c1nc2sc(C)c(C)c2c(=O)[nH]1	-6
Cc1ccccc1NC(=O)CC(=O)NCC[C@@H]1C[C@@H]2C=C[C@H]1C2	-31
CCN1CCN(Cc2nc3c(c(=O)n(C)c(=O)n3C)n2CCC(C)C)CC1	-3
CCOC(=O)CCc1c(C)nc2c(-c3ccc(F)cc3)c(C)[nH]n2c1=O	2
Cc1ccc(CN2CCC(CNC(=O)c3c(C)noc3C)C2)cc1C (stereo unspecified)	-29
O=C1NCCCC1Nc1ncnc2cc(-c3ccc(Cl)cc3)sc12 (stereo unspecified)	-7
NC(=O)NC(Cc1ccccc1)C(=O)OC/C=C/c1ccccc1 (stereo unspecified)	-3
O=C1c2ccccc2C(=O)N1C1CCCCC1N1C(=O)c2ccccc2C1=O (stereo unspecified)	-14
COc1cc(NCc2cccnc2)ccc1Br	-1
NC(=O)c1cccnc1N1CCC(n2cc(Cc3ccccc3)nn2)CC1	-14
CC(=O)NCCc1ccc(C(=O)COc2cc(Cl)ccc2Cl)s1	-4
CC1CCCCC1N(C)C(=O)c1cc2c([nH]c1=O)CCCC2=O (stereo unspecified)	-5
O=C(Cc1csc(-c2ccc(Cl)cc2)n1)NCC1CCCO1 (stereo unspecified)	-4
CCN1CCN(c2cc(=O)n3c(n2)SCCC3)CC1	1
CCCCCCNC(=O)c1cnn2c(C)cc(C)nc12	-1
CC1CC(C)CN(C(=O)c2ccc[nH]2)C1 (stereo unspecified)	-10
O=C(C=Cc1cccc(O)c1)c1ccc(N2CCCC2=O)cc1	2
Cc1cccn2c(CC(=O)N3CCC(Oc4ncccn4)CC3)cnc12	-23
O=C(CCc1ccsc1)Nc1nccs1	-5
CCOC(=O)C1(Cc2ccc(Cl)cc2)CCN(Cc2ccon2)CC1	-12
CCOC(=O)c1nn(-c2ccc(C)cc2)c(=O)cc1N1CCN(c2ccccc2F)CC1	-16
Cc1nnc2sc(C(=O)NCCc3ccc(F)cc3)c(N)c2c1C	1
O=C(NCCN1CCCCCC1=O)C1CC(c2ccc(Cl)cc2Cl)=NO1 (stereo unspecified)	-11
Cc1ccc(-n2ncc3c(C(C)C)nn(CC(=O)N(C(C)C)C(C)C)c(=O)c32)cc1C	-9
CS(=O)(=O)NCCC(=O)N1Cc2cnc(-c3ccccc3)nc2C1	-7
CCCCS(=O)(=O)NC(=O)C1(C)CCN1C(=O)C/C=C/c1ccccc1 (stereo unspecified)	-6
CCOC(=O)c1c(C)[nH]c(C(=O)OCC(=O)N(C)C2CCS(=O)(=O)C2)c1C (stereo unspecified)	-5
OCC1(CCCc2ccccc2)CCN(Cc2ccc3nonc3c2)CC1	-7
COCCn1c(=O)c2c(nc3n2CC(C)CN3c2ccccc2C)n(C)c1=O (stereo unspecified)	-6
CS(=O)(=O)c1oc(-c2cccs2)nc1S(=O)(=O)c1ccc(F)cc1	-2
COc1cc(C(=O)N2CCN(C)CC2C)cc(Cl)c1OC(C)C (stereo unspecified)	-4
CC(OC(=O)c1cnc2c(cnn2C(C)C)c1)C(=O)NC(C)(C)C (stereo unspecified)	-1
COCCNC(=O)C(C1CCCC1)N1CCN(C(=O)c2ccc(OC)cc2)CC1 (stereo unspecified)	0
NC(=O)Cn1c(SCc2ccc(OC(F)(F)F)cc2)nnc1C1CC1	-28

# No new results follow: entries from further up.
Molecule	mcGAS MS inh
CC(=O)NCCc1ccc(C(=O)COc2cc(Cl)ccc2Cl)s1	-4
CC1CCCCC1N(C)C(=O)c1cc2c([nH]c1=O)CCCC2=O (stereo unspecified)	-5

# Next part
Molecule	mcGAS MS inh
Cc1cccc(-n2ccc3nc(N4CCOCC4)ncc3c2=O)c1	-41
CC(C)(C)NS(=O)(=O)c1cc(C(=O)N2CCC2)ccc1Cl	-7
CN1CCN(c2cc(OCCNC(=O)Nc3ccc(F)c(F)c3)ncn2)CC1	-4
CCCN1C(=O)CCc2cc(NC(=O)COC)ccc21	-1
C=C(C)Cn1c(SCC(=O)N/N=C\c2cc(OC)ccc2OC)nnc1-c1ccc([N+](=O)[O-])cc1	7
Cc1c(C(=O)NC2CC2)sc(=O)n1Cc1ccc(C(=O)N(C)C)cc1	-3
Cc1ncc2c(c1CNC(=O)CN1CCCCC1)CCN(C(=O)C1CC(=O)c3ccccc31)C2 (stereo unspecified)	-7
CCSC1CCCCN(c2nnc(C)c(C)c2C#N)C1 (stereo unspecified)	-1
CCCN1CCCn2c1nc1c2c(=O)[nH]c(=O)n1C	-17
CCOc1ccc(C2c3cccn3CCN2C(=O)NC(C)(C)C)cc1 (stereo unspecified)	-1
CN(C)c1ccc(C=Nc2nonc2-c2ccccc2)cc1	2
CC/C=C\CCCN1C[C@H](N)C[C@H]1C(=O)NC(C)C	8

# mcGAS MS inh, what is marked active above.
Molecule	mcGAS MS inh
N[C@@H](Cc1cc(-c2ccc(Cl)cc2Cl)cc(CP(=O)(O)O)c1O)C(=O)O	70*

# (continued)
Molecule	mcGAS MS inh
O=C(CCc1cc(Cl)no1)N1CCOC(c2ccc(Cl)cc2)C1 (stereo unspecified)	-19
COc1ncccc1NS(=O)(=O)c1c(C)c(C)c(C)c(C)c1C	-10
CN(CC1CCCN(CCc2ccccc2F)C1)C(=O)Cn1cnnn1 (stereo unspecified)	-6
C=CC(=O)c1ccc2ccccc2c1	-13
CCCCNC(=O)Cn1[nH]c(=O)c2ccccc2c1=O	-2
Cc1ccc(OCC(O)Cn2nc(C)cc2C)cc1 (stereo unspecified)	-16
O=C1Cn2c(c(-c3nc(-c4ccc(Cl)cc4)cs3)c(=O)c3ccccc32)N1	-17
O=C(CN1Cc2ccc(Nc3cccc(F)c3)nc2C1=O)NCCCO	6
Cc1c(C)n2c3c(=O)n(Cc4ccccc4F)c(=O)n(C)c3nc2n1C	-2
Cc1ccc2c(c1)N(C)C(=O)c1cc(NS(C)(=O)=O)ccc1O2	0
COc1ccc(CN2C(=O)O[C@@H]3CN(c4cnccn4)C[C@@H]32)cc1OC	-7&11
COc1cccc(-c2ccc(NC(=O)C3CCCN(C(=O)CN4CCCC4=O)C3)cc2)c1 (stereo unspecified)	4
CC1CCCCN1S(=O)(=O)Nc1ccnc(C(=O)N(C)C)c1 (stereo unspecified)	-9
COC(=O)c1cc2ccccc2c(CN2CCC(C(=O)N3CCCCCC3)CC2)c1O	2
CCn1cc(C#N)c(=O)n(CC(=O)Nc2cccc(-c3csc(C)n3)c2)c1=O	1
CC1=CC[C@@H]2CN(C(=O)CCN3Cc4ccccc4C3=O)C[C@@H]2C1	8
O=C(NCC1CN(c2ccccc2)C(=O)O1)C(c1ccccc1)c1ccccc1 (stereo unspecified)	-17
Nc1nnc(-c2n[nH]c(=O)c3ccccc23)s1	-9
Cc1noc(C)c1C(=O)NC(C)c1ccc(N2CCN(C)CC2)cc1 (stereo unspecified)	-2
O=C(NC1CCN(c2cnccn2)CC1)c1ccccc1C1CCNC1 (stereo unspecified)	-19
CCNC(=O)CN1CCN(C(=O)c2cc(Cl)cc(Cl)c2)CC1	3
CCCN(Cc1nc2ccsc2c(=O)[nH]1)S(=O)(=O)c1ccc2c(c1)CCC2	-5
CCC(CNS(=O)(=O)N(C)C)Oc1ccccc1 (stereo unspecified)	-7
COc1ccc(-c2noc(CCC(=O)NC3CCCC3)n2)cc1	-2

# 5 structures already listed, sorted by SMILES length, falling:
Molecule	mcGAS MS inh
CCCN(Cc1nc2ccsc2c(=O)[nH]1)S(=O)(=O)c1ccc2c(c1)CCC2	-5
COC(=O)c1cc2ccccc2c(CN2CCC(C(=O)N3CCCCCC3)CC2)c1O	2
O=C(NCC1CN(c2ccccc2)C(=O)O1)C(c1ccccc1)c1ccccc1 (stereo unspecified)	-17
CCNC(=O)CN1CCN(C(=O)c2cc(Cl)cc(Cl)c2)CC1	3
CC1CCCCN1S(=O)(=O)Nc1ccnc(C(=O)N(C)C)c1 (stereo unspecified)	-9

# Next records.
Molecule	mcGAS MS inh
FC(F)(F)C1(C(F)(F)F)N=C2C=CC=CN2C(c2ccccc2)=N1	0
Cc1cc(=O)[nH]c(-n2nc(C3CC3)cc2NC(=O)c2cc(Cl)ccc2Cl)n1	-3
Cc1cccc(NC(=O)N2CCC3(CCN(C)C3)CC2)c1	-13
Cc1cc(C)c(C(=O)NCC(=O)c2ccccc2)c(C)c1	-7
COc1ccc(OC)c(C2c3[nH]c4ccccc4c3CCN2C(=O)C2CCCC2)c1 (stereo unspecified)	-5
COc1cc(NC(=O)Cn2nc(C(F)(F)F)cc2C)cc([N+](=O)[O-])c1	-3
CC(=O)OC(C)(C)C(=O)/C=C/c1ccccc1	-6
Cc1nc(NCCNC(=O)Nc2ccc(F)cc2F)cc(N2CCOCC2)n1	-8
CCOC(=O)c1c2c(n(C)c1C)C=C(Br)C(=O)C2=O	-10
CN(c1nc(-c2ccccc2)cs1)C1CCS(=O)(=O)C1 (stereo unspecified)	-25
CCCOc1ncccc1CNC(=O)CN1Cc2ccccc2C1	-9
CCCC(NC(=O)c1ccc(C)nc1)c1ccccc1 (stereo unspecified)	-2
CN(CC(=O)Nc1ccc(N2CCOCC2)cc1)C(=O)c1ccc2c(c1)NC(=O)CCS2	-2
O=C1CN2Cc3c(ccc(Cl)c3Cl)N=C2N1	-3&0
COc1cccc(CNCc2c(C(=O)N3CCCCCC3)nc3cc(C)ccn23)c1	2
CN(C)c1ccc(CC(=O)N2CCc3c(cnn3-c3ccccn3)C2)cc1	-3
CC(C)N1CCN(C(=O)c2cn(-c3ccc(-c4nc(C(C)(C)C)no4)cn3)cn2)CC1	-8
O=c1oc2ccccc2n1CCN1CC[C@@H](c2ccc(F)cc2)[C@H](O)C1	-23
COc1cc(C(c2c(C)[nH][nH]c2=O)c2c(C)[nH][nH]c2=O)cc(OC)c1OC	-11
O=C(C1CCOCC1)N1CCCC(O)(C(F)(F)F)C1 (stereo unspecified)	-17
O=C(CN1Cc2ccc(Nc3cccc(F)c3)nc2C1=O)NCCN1CCOCC1	3
Cc1ccc(CCC2NC(=O)C(C#N)C(=S)N2c2ccccc2)o1 (stereo unspecified)	-8
CC(C)Oc1cccc(F)c1-c1ccc(CN2CCCC2)cn1	-16
O=C(c1ccccc1-n1cncn1)N1CCC2(CCOCC2)CC1	-2
